BoNT F protease: BoNT/F light chain protease inhibitors, primary screen, biochemical, flow cytometry, MLPCN library; 0.22% of 360,000 active; inhibition, % at 10 µM; Multiplex microsphere protease cleavage assay; in the data active = inhibition above about 35%, passing the limit was not always enough; inconclusive = no clear call, values can overlap the other calls; note: plate controls were buffer without enzyme for full effect and enzyme alone for no effect
VHR inh abs: VHR1 phosphatase inhibitors, primary screen, biochemical, absorbance, uHTS; recombinant VHR phosphatase, pNPP absorbance; inhibition, % at 13.3 µM; 0.52% of 290,000 active; AID 1654, 2009; in the data active = inhibition above about 50%; note: some compounds called inactive have numbers as strong as hits
Target sequence (P51452 whole entry, looked up): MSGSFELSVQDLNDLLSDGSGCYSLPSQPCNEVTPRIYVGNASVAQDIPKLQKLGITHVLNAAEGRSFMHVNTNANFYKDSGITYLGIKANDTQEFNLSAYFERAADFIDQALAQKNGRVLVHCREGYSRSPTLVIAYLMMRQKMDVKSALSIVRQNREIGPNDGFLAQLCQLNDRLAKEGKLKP
CCHF vOTU inh: CCHFV vOTU protease inhibitors, primary screen, biochemical, Pep-AMC substrate, fluorescence | Crimean-Congo hemorrhagic fever virus L polyprotein viral ovarian tumor (vOTU) protease … | inhibition, % at 11.5 µM | 0.55% of 370,000 active | AID 651958, 2012; note: 0% = vehicle wells with enzyme and 100% = no enzyme wells
GDH-TPI inh: GDH-TPI coupling enzyme inhibitors, primary screen, artefact control for M. tuberculosis FBA inhibitor project, biochemical, absorbance, full deck. GDH-TPI coupled enzyme counterscreen, NADH absorbance. inhibition, % at 4.8 µM. 1.2% of 360,000 active;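 note: 0% = DMSO wells and 100% = wells lacking the enzyme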
Mtb UGM inh: M. tuberculosis UGM enzyme inhibitors, primary screen, biochemical, fluorescence polarization, single point; UDP-galactopyranose mutase (Mycobacterium tuberculosis (strain ATCC 25618 / H37Rv)), …; purified UGM, fluorescence polarization probe displacement; inhibition, % at 10 µM; 0.06% of 320,000 active; in the data active = inhibition above about 10%, passing the limit was not always enough; inconclusive = no clear call, values can overlap the other calls
Rv3671c protease: Rv3671c serine protease inhibitors, primary screen, biochemical, fluorescence polarization, M. tuberculosis H37Rv | P9WHR9 | inhibition, % at 5.96 µM | 0.048% of 320,000 active; in the data active = inhibition above about 38%;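 note: extracellular domain of Rv3671c used as enzyme; 0% = enzyme with DMSO and 100% = no enzyme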
FadD28 FP inh: inhibitors of FadD28 bisubstrate probe binding, primary screen, biochemical, fluorescence polarization, single point; AID 588549, 2011; inhibition, % at 12.5 µM; 0.22% of 360,000 active; in the data active = inhibition above about 8.5%, passing the limit was not always enough; inconclusive = no clear call, values can overlap the other calls
BioA inh: M. tuberculosis BioA enzyme inhibitors, primary screen, biochemical, plate reader, single point, HTS. 0.096% of 360,000 active. AID 602481, 2012. inhibition, % at 9.99 µM. purified M. tuberculosis BioA enzyme; in the data active = inhibition above about 40%; inconclusive = no clear call, values can overlap the other calls
Mtb FBA inh: Mtb FBA enzyme inhibitors, primary screen, biochemical, fluorescence, strain H37Rv. Fructose-bisphosphate aldolase (Mycobacterium tuberculosis (strain ATCC 25618 / H37Rv)), …. purified M. tuberculosis FBA, fluorescence read-out. inhibition, % at 1 µM. 2.3% of 360,000 active. AID 588726, 2011; in the data active = inhibition above about 27%;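 note: 0% = vehicle and 100% = reference inhibitor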
Target sequence (P9WQA3 whole entry, looked up): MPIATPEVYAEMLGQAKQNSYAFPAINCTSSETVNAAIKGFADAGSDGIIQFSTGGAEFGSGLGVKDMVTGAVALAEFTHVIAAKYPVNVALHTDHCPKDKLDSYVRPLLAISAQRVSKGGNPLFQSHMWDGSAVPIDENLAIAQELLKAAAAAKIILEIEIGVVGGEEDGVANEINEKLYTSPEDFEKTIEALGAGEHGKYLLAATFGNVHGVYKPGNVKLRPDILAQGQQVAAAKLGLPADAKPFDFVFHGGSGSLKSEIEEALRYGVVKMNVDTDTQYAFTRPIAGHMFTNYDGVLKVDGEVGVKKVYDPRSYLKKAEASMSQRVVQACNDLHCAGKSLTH
MazEF act: activators of E. coli MazEF toxin-antitoxin RNase, primary screen, biochemical, fluorescence, uHTS | Endoribonuclease toxin MazF (Escherichia coli (strain K12)), P0AE70 | FAM/BHQ RNA-DNA oligo cleavage fluorescence, 5 h | activation, % at 20 µM | 0.32% of 350,000 active; in the data active = activation above about 50%
Target sequence (P0AE70 whole entry, looked up): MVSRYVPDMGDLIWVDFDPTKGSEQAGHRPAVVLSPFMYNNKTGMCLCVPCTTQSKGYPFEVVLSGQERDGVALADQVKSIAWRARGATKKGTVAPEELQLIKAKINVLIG
* = called active by the depositor; u = inconclusive; x = not tested or not shown. Cut-off read from the data, not from the text of the source, unless noted: active = inhibition above about 30%; inactive = the rest. Compounds as they come; overall some 4.9% were active at least once.

SMILES	BoNT F protease	VHR inh abs	CCHF vOTU inh	GDH-TPI inh	Mtb UGM inh	Rv3671c protease	FadD28 FP inh	BioA inh	Mtb FBA inh	MazEF act
CCc1ccc(NC2CC(=O)N(CCc3ccc(OC)c(OC)c3)C2=O)cc1 (stereo not drawn)	0	6	9	-1	1.4	-8	0.5	-1.3	2	5
O=C(C1COc2ccccc2O1)N1CCN(Cc2ccccc2)CC1 (stereo not drawn)	-12	26	-10	5	-1.2	-7	1.1	7.0	4	5
O=C(CCN1C(=O)C2CCCCC2C1=O)N1CCN(S(=O)(=O)c2ccccc2)CC1 (stereo not drawn)	3	x	20	-1	-2.1	8	-3.9	0.2	-1	-1
CC(C)(C)n1nnnc1C(c1cccnc1)N1CCN(c2ccccc2)CC1 (stereo not drawn)	0	19	5	-3	0.8	4	0.6	x	0	1
Cc1ccc(/C(N)=N/OC(=O)Cc2ccccc2)cc1	-1	-4	9	0	2.8	-3	-2.3	x	-3	-1
Cc1ccccc1N1CCN(S(=O)(=O)Cc2ccccc2)CC1	-14	6	x	-9	-2.6	1	-1.0	-0.4	2	-1
Cc1nn(-c2ccccc2)c(C)c1NC(=O)CCl	-11	-5	-14	9	-1.0	-3	-3.0	x	4	9
Cc1nc(NC(=O)CSc2nc3cccnc3n2Cc2ccccc2)sc1C	-26	10	2	12	0.4	-10	-4.4	-0.4	-2	-2
COc1ccc(OCC(=O)NC2CCCCCCC2)cc1	-13	56*	2	1	0.4	-7	-0.4	0.4	0	-23
COc1ccc(Cc2nnc(SCC(=O)Nc3ccc(N4CCOCC4)cc3)n2C)cc1	3	-36	0	7	1.7	-9	x	0.6	-1	3
CCOc1ccc2nc(SCC(=O)N(CC(C)C)c3c(N)n(CC(C)C)c(=O)[nH]c3=O)[nH]c2c1	-2	x	13	4	x	x	-1.0	-0.2	0	2
CCOc1ccc(CCNC(=O)C2CC(=O)N(Cc3ccc(OC)cc3)C2)cc1OCC (stereo not drawn)	2	18	-2	-3	0.7	4	-0.9	1.9	6	5
COC(=O)c1c(NC(=O)COC(=O)c2ccc(NC(=O)CC#N)cc2)sc2c1CCCCC2	-3	22	21	7	1.2	-26	-4.9	x	0	-46
COc1ccc(C(=O)/C=C/c2cn(CC(O)CN3CCN(C)CC3)c3ccccc23)cc1OC (stereo not drawn)	u	24	-7	19	-0.3	2	-0.8	x	-5	-83
CCCCc1c(O)nc(SCC(=O)Nc2ccc(OC)cc2)n(-c2ccc(C)c(C)c2)c1=O	-2	x	7	9	x	x	-0.8	-0.1	1	-9
Cc1cnc2cc([N+](=O)[O-])ccc2n1	-2	-5	-14	1	2.6	-1	-3.8	-0.3	4	6
COc1ccc(C2CC(c3ccccc3)=NN2C(=O)COC(=O)COc2ccccc2)cc1 (stereo not drawn)	-8	-3	-4	-1	0.9	-7	-2.9	x	0	-5
COc1ccc(-c2cc(=O)oc3cc(OC(C)C(=O)NCc4ccccn4)ccc23)cc1 (stereo not drawn)	-19	37	4	17	0.2	-5	0.2	11	10	-4
Cc1ccc(S(=O)(=O)/N=C/c2ccc(N(C)C)cc2)cc1	1	2	9	35*	-2.1	1	-2.1	-0.5	-2	-10
CC(C)CC(NC(N)=O)C(=O)OCC(=O)Nc1ccc(OC(F)F)cc1 (stereo not drawn)	1	7	-7	5	-0.6	9	-1.1	x	4	5
Cc1ccc2nc(SCc3nnc(-c4ccccc4)o3)[nH]c2c1	-8	33	-3	-7	0.2	-4	-4.0	1.0	0	-1
CCN(CC)c1ccc(C(=O)NNC(=O)CN2C(=O)NC(C)(c3ccccc3)C2=O)cc1 (stereo not drawn)	6	x	-3	21	-2.8	-3	0.3	1.2	1	4
O=C1[C@@H]2[C@@H](CN3CN(c4ccccc4)N=C(c4ccccc4)[C@@]23c2ccccc2)C(=O)N1c1ccccc1	1	x	-30	17	x	x	-3.3	x	34*	-12
O=C1Nc2ccccc2S/C1=C/NCc1ccccc1Cl	-7	-8	-7	10	2.4	-9	1.7	x	2	-1

Another view of some results above.
Each structure is followed by: BoNT F protease | VHR inh abs | CCHF vOTU inh | GDH-TPI inh | Mtb UGM inh | Rv3671c protease | FadD28 FP inh | BioA inh | Mtb FBA inh | MazEF act
CCCCc1c(O)nc(SCC(=O)Nc2ccc(OC)cc2)n(-c2ccc(C)c(C)c2)c1=O
  -2 | x | 7 | 9 | x | x | -0.8 | -0.1 | 1 | -9
Cc1cnc2cc([N+](=O)[O-])ccc2n1
  -2 | -5 | -14 | 1 | 2.6 | -1 | -3.8 | -0.3 | 4 | 6
COc1ccc(C2CC(c3ccccc3)=NN2C(=O)COC(=O)COc2ccccc2)cc1 (stereo not drawn)
  -8 | -3 | -4 | -1 | 0.9 | -7 | -2.9 | x | 0 | -5
COc1ccc(-c2cc(=O)oc3cc(OC(C)C(=O)NCc4ccccn4)ccc23)cc1 (stereo not drawn)
  -19 | 37 | 4 | 17 | 0.2 | -5 | 0.2 | 11 | 10 | -4
Cc1ccc(S(=O)(=O)/N=C/c2ccc(N(C)C)cc2)cc1
  1 | 2 | 9 | 35* | -2.1 | 1 | -2.1 | -0.5 | -2 | -10
CC(C)CC(NC(N)=O)C(=O)OCC(=O)Nc1ccc(OC(F)F)cc1 (stereo not drawn)
  1 | 7 | -7 | 5 | -0.6 | 9 | -1.1 | x | 4 | 5

Next structures.
SMILES	BoNT F protease	VHR inh abs	CCHF vOTU inh	GDH-TPI inh	Mtb UGM inh	Rv3671c protease	FadD28 FP inh	BioA inh	Mtb FBA inh	MazEF act
O=C(CCC(=O)N1CCN(c2ccc(F)cc2)CC1)c1ccc(Cl)cc1	-1	17	2	1	-0.5	-17	-0.8	x	-1	0
O=C(c1ccccc1)C1CN(c2ccccc2)CC1c1ccc(Cl)cc1 (stereo not drawn)	-9	18	5	2	1.7	-2	-1.6	-1.9	3	1
COc1cccc(OCc2cc(C(=O)N(C)C3CCCCC3)no2)c1	-2	x	9	12	x	x	-1.8	-0.6	-3	2
Cc1ccc(C)c(NC(=S)N(C)C)c1	u	9	-11	0	-0.8	-1	-3.5	0.1	-1	1

Assay outcomes: PubChem, several laboratories
